Source: PubChem BioAssay
FBW7 act: activators of human E3 ligase FBW7; Q969H0; AID 1259310; AlphaScreen FBW7–phospho-cyclin E peptide binding, activator screen; actives 0.13% (n = 650,000); normalized activity (activation), % at 26.1 µM; in the data active means normalized activity above about 1.9%;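 further: purified mutant Fbw7 with reduced substrate affinity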
GPR151 ag: human GPR151 activation; Q8TDV0; PathHunter beta-arrestin GPR151 cells, luminescence; activation, % at 11.2 µM; actives 1% (n = 650,000); in the data active means activation above about 4.9%;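 further: 0% = median of compound wells and 100% = cells with positive control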
Target sequence (Q8TDV0 whole entry, looked up): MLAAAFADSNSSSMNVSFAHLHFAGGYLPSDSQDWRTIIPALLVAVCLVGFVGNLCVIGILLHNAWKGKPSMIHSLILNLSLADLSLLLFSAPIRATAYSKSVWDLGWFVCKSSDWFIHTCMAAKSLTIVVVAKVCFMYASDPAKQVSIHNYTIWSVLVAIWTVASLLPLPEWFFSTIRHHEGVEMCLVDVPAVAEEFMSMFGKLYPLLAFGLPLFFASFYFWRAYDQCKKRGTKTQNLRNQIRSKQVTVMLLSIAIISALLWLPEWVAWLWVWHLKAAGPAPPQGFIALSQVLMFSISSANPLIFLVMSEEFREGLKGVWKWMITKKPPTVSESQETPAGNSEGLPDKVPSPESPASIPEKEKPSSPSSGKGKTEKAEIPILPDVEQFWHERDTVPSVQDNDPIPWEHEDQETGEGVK
MITF primary: blocks human microphthalmia-associated transcription factor; O75030; actives 0.91% (n = 650,000); inhibition, % at 2.6 µM; AlphaScreen MITF homodimerization, bead proximity signal; AID 1259374; in the data active means inhibition above about 50%;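 further: 0% = vehicle wells with protein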
Target sequence (O75030 whole entry, looked up): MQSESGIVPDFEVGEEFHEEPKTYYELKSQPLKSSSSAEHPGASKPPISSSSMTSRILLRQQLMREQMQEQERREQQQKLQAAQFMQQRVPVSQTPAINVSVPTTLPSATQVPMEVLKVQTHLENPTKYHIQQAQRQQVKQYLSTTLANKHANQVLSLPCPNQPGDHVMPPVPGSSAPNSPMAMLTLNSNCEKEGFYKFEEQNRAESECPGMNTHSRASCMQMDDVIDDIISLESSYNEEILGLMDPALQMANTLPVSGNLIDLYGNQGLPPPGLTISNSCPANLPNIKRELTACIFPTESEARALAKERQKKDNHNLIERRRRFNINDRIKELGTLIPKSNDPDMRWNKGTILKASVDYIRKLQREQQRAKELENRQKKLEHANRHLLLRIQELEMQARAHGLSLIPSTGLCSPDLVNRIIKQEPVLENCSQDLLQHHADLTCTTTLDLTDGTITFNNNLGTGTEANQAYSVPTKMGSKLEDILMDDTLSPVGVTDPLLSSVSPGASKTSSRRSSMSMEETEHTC
TEAD-YAP inh: TEAD-YAP interaction inhibition. HEK-TIYL cells, TEAD-Gal4/YAP UAS-luciferase luminescence. inhibition, % at 9.12 µM. actives 1.4% (n = 640,000); in the data active means inhibition above about 32%;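 further: 0% = median of test compound wells and 100% = reference inhibitor wells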
Active calls of the source: *. Rows are unselected; any-hit rate near 3.5%.

`O=C(COC(=O)c1cccc(Cl)c1)NC(=O)NC1CCCC1` gave FBW7 act 0.0, GPR151 ag 1.0, MITF primary -4 and TEAD-YAP inh -7.
NS(=O)(=O)c1cccc(NC(=O)/C=C/c2cccc([N+](=O)[O-])c2)c1 was read as FBW7 act 0.1, GPR151 ag 1.4, MITF primary 10 and TEAD-YAP inh 1.
Screening COc1ccc(CN2CCN(Cc3ccccc3O)CC2CCO)c(C)c1C (centres undefined) returned FBW7 act 0.0, GPR151 ag 1.5, MITF primary -4 and TEAD-YAP inh 0.
For Cc1ccc(-c2nc(C#N)c(NCc3ccco3)o2)cc1 the results were FBW7 act 0.2, GPR151 ag -0.2, MITF primary 12 and TEAD-YAP inh -70.
O=C(Nc1ccc(Cl)cc1)Nc1nc(-c2ccccc2O)cs1 was read as FBW7 act -0.2, GPR151 ag 2.5, MITF primary -8 and TEAD-YAP inh -2.
`COc1cc(/C=C/C(=O)OCC(=O)N(Cc2ccccc2)C(C)(C)C)ccc1OCC#N` gave FBW7 act 0.1, GPR151 ag -0.1, MITF primary 3 and TEAD-YAP inh 8.
For O=C1OC(c2cc(Cl)ccc2Cl)=N/C1=C\c1ccc(Cl)cc1Cl the results were FBW7 act -0.1, GPR151 ag 0.6, MITF primary -21 and TEAD-YAP inh 4.
Screening O=C1c2ccccc2NC(c2cccc(O)c2)N1O (centres undefined) returned FBW7 act 0.0, GPR151 ag -0.2, MITF primary 7 and TEAD-YAP inh 1.
Screening COCC(=O)NC(c1ccccc1)c1nccn1C (centres undefined) returned FBW7 act 0.3, GPR151 ag -0.9, MITF primary 16 and TEAD-YAP inh -1.
`O=C(Nc1ccccc1C(F)(F)F)c1cc(-c2ccco2)on1` gave FBW7 act 0.0, GPR151 ag 1.9, MITF primary -2 and TEAD-YAP inh -7.

Pulled by compound from above, 2 records:
`COc1cc(/C=C/C(=O)OCC(=O)N(Cc2ccccc2)C(C)(C)C)ccc1OCC#N` gave FBW7 act 0.1, GPR151 ag -0.1, MITF primary 3 and TEAD-YAP inh 8.
O=C(Nc1ccc(Cl)cc1)Nc1nc(-c2ccccc2O)cs1 was read as FBW7 act -0.2, GPR151 ag 2.5, MITF primary -8 and TEAD-YAP inh -2.

Going on with the list.
For CC1=CSC2=NC(=O)/C(=C/c3cc(C)n(-c4ccccc4C)c3C)C(=N)N12 the results were FBW7 act -0.1, GPR151 ag 0.0, MITF primary 15 and TEAD-YAP inh 68*.
For CCc1ccccc1NC(=O)CCN1C(=O)c2cccc([N+](=O)[O-])c2C1=O the results were FBW7 act -0.2, GPR151 ag -0.8, MITF primary 6 and TEAD-YAP inh 4.
Screening COC(=O)C1(Cl)C2C(=O)N(c3ccc(Br)cc3)C(=O)C21C (centres undefined) returned FBW7 act 0.3, GPR151 ag -1.3, MITF primary 17 and TEAD-YAP inh 3.
`O=c1[nH]c2nc(-c3cccnc3)cnc2n1Cc1cccc(C(F)(F)F)c1` gave FBW7 act 0.2, GPR151 ag 0.6, MITF primary 22 and TEAD-YAP inh 0.
CCOc1ccc(NC(=O)CNC(=O)c2nn(-c3ccc(OC)c(Cl)c3)c(=O)c3ccccc23)cc1 was read as FBW7 act -0.2, GPR151 ag 0.1, MITF primary -12 and TEAD-YAP inh -5.
COc1cccc(-c2nnc(-c3ccc(F)cc3)o2)c1 was read as FBW7 act 0.1, GPR151 ag -5.0, MITF primary -5 and TEAD-YAP inh 23.
Screening O=[N+]([O-])c1cccc(/C=N/N(CCO)C2=NS(=O)(=O)c3ccccc32)c1 returned FBW7 act 0.2, GPR151 ag -0.8, MITF primary 16 and TEAD-YAP inh 4.
Screening CCN1/C(=C2/SC(=Nc3ccc(OC)cc3)N(Cc3ccccc3)C2=O)C=Cc2cc(C)ccc21 returned FBW7 act -0.1, GPR151 ag 0.8, MITF primary 5 and TEAD-YAP inh 3.
`COc1ccc(OC)c(N2C(=NC(=O)CCCC(=O)O)SC3CS(=O)(=O)CC32)c1` (centres undefined) gave FBW7 act 0.6, GPR151 ag -1.2, MITF primary 1 and TEAD-YAP inh -3.
`Cc1n[nH]c(=S)n1Cc1ccccc1` gave FBW7 act -0.2, GPR151 ag 1.5, MITF primary 1 and TEAD-YAP inh 1.

Grouped by structure: the entries above with four or more nitrogen atoms.
For CC1=CSC2=NC(=O)/C(=C/c3cc(C)n(-c4ccccc4C)c3C)C(=N)N12 the results were FBW7 act -0.1, GPR151 ag 0.0, MITF primary 15 and TEAD-YAP inh 68*.
`O=c1[nH]c2nc(-c3cccnc3)cnc2n1Cc1cccc(C(F)(F)F)c1` gave FBW7 act 0.2, GPR151 ag 0.6, MITF primary 22 and TEAD-YAP inh 0.
CCOc1ccc(NC(=O)CNC(=O)c2nn(-c3ccc(OC)c(Cl)c3)c(=O)c3ccccc23)cc1 was read as FBW7 act -0.2, GPR151 ag 0.1, MITF primary -12 and TEAD-YAP inh -5.
Screening O=[N+]([O-])c1cccc(/C=N/N(CCO)C2=NS(=O)(=O)c3ccccc32)c1 returned FBW7 act 0.2, GPR151 ag -0.8, MITF primary 16 and TEAD-YAP inh 4.

Continuation:
`Cc1nc(C)c(CN2CCC(C(=O)Nc3ccc(Oc4cccnc4)cc3)CC2)nc1C` gave FBW7 act 0.0, GPR151 ag -0.3, MITF primary 7 and TEAD-YAP inh 13.
Screening CC(C)c1ccc(C2Sc3ccccc3NC3=C2C(=O)c2ccccc23)cc1 (centres undefined) returned FBW7 act -0.2, GPR151 ag -0.5, MITF primary 17 and TEAD-YAP inh 26.
For O=[N+]([O-])c1ccc(/C=N/NCCO)cc1 the results were FBW7 act 0.0, GPR151 ag 0.4, MITF primary 0 and TEAD-YAP inh -4.
`O=C(CSc1nc2ncccc2[nH]1)NCc1ccc2c(c1)OCO2` gave FBW7 act 0.5, GPR151 ag 1.1, MITF primary 13 and TEAD-YAP inh -2.
`CCOc1ccc2ncc(C(=O)c3ccccc3)c(N3CCC(C(N)=O)CC3)c2c1` gave FBW7 act -0.2, GPR151 ag 0.1, MITF primary 2 and TEAD-YAP inh 17.
For c1cn2cc(CSC3CCCCC3)nc2s1 the results were FBW7 act -0.1, GPR151 ag -2.5, MITF primary 3 and TEAD-YAP inh -52.
`COc1ccc(CCNC(=O)CCn2c(SCc3ccc(Cl)cc3)nc3ccccc3c2=O)cc1OC` gave FBW7 act -0.1, GPR151 ag -0.2, MITF primary -1 and TEAD-YAP inh 0.
Screening N#CC1(C#N)[C@@H]2c3ccccc3C=CN2[C@@H](C(N)=O)[C@@H]1c1ccc(Cl)c(Cl)c1 returned FBW7 act 0.0, GPR151 ag -0.6, MITF primary -1 and TEAD-YAP inh -2.
CC(=O)NC(C(=O)N1CCc2c(cnc(C)c2CNC(=O)c2ccsc2)C1)C(C)C (centres undefined) was read as FBW7 act 0.0, GPR151 ag -0.6, MITF primary -14 and TEAD-YAP inh 0.
`O=C(NCCN1Cc2ccccc2OC(c2ccccc2)C1)c1cccc2nccnc12` (centres undefined) gave FBW7 act -0.1, GPR151 ag -0.1, MITF primary 10 and TEAD-YAP inh 0.
`CCN1CCN(c2c(Cl)cccc2NC(=O)c2ccc(Br)s2)CC1` gave FBW7 act 0.0, GPR151 ag -0.2, MITF primary 3 and TEAD-YAP inh 3.
`COc1ccc(NC(=O)NNC(=O)CSc2nnc(-c3ccc(OC)c(OC)c3)n2-c2ccccc2)cc1` gave FBW7 act -0.1, GPR151 ag -0.3, MITF primary 14 and TEAD-YAP inh 12.
Screening Cc1nc2cc(C(=O)N3CCCCC3c3nc4ccccc4[nH]3)ccc2n1C (centres undefined) returned FBW7 act -0.3, GPR151 ag 1.8, MITF primary 6 and TEAD-YAP inh 7.
For COc1ccc(OC)c(-n2c(=S)[nH]c3cc(C(=O)NCc4cccc(Cl)c4)ccc3c2=O)c1 the results were FBW7 act 0.1, GPR151 ag 0.7, MITF primary 17 and TEAD-YAP inh 5.
`Cc1c(NC(=O)c2sc3nc4c(cc3c2N)C(=O)CCC4)c(=O)n(-c2ccccc2)n1C` gave FBW7 act 0.3, GPR151 ag 0.9, MITF primary 19 and TEAD-YAP inh -8.
CCOC(=O)c1ccccc1NC(=O)c1ccc(C(=O)Nc2ccccc2C(=O)OCC)cc1 was read as FBW7 act 0.0, GPR151 ag -1.5, MITF primary -3 and TEAD-YAP inh 9.
`NC(C(=O)N1CCN(C(=O)Nc2ccc3[nH]ncc3c2)CC1)c1ccc(C(F)(F)F)cc1` (centres undefined) gave FBW7 act -0.2, GPR151 ag -0.1, MITF primary 21 and TEAD-YAP inh -1.
`CCc1ccc(NC(=S)N(CCCN(CC)CC)Cc2ccco2)cc1` gave FBW7 act 0.1, GPR151 ag 0.0, MITF primary -3 and TEAD-YAP inh 8.
`O=C(CCCCCn1c(=O)[nH]c2ccsc2c1=O)N1CCCCC1` gave FBW7 act 0.1, GPR151 ag 0.3, MITF primary -30 and TEAD-YAP inh 2.
COc1ccc(/C(O)=C2\C(=N)N(c3cc([N+](=O)[O-])ccc3C)C3=C(C(=O)CCC3)C2c2cc(OC)c(OC)c(OC)c2)cc1 (centres undefined) was read as FBW7 act 0.2, GPR151 ag -0.5, MITF primary 16 and TEAD-YAP inh -2.
Screening CN1C(=O)c2ccc(NC(=O)c3ccc(Br)s3)cc2C1=O returned FBW7 act 0.3, GPR151 ag 1.2, MITF primary 6 and TEAD-YAP inh -7.
For CCc1nn(CC(=O)N(C)C)c(=O)c2cc3sc(C)cc3n12 the results were FBW7 act 0.0, GPR151 ag -0.2, MITF primary 13 and TEAD-YAP inh 1.
`O=C1c2ccccc2C(=O)C1c1ccc2ccccc2n1` gave FBW7 act 0.2, GPR151 ag 0.1, MITF primary 17 and TEAD-YAP inh -15.
`CCCCOC(=O)C1=C(C)NC2=C(C(=O)CC(c3ccccc3)C2)C1c1cccc(I)c1` (centres undefined) gave FBW7 act 0.2, GPR151 ag 0.6, MITF primary -8 and TEAD-YAP inh 11.
For COc1ccc(N(CC(=O)Nc2c(C)cccc2C)S(C)(=O)=O)c(OC)c1 the results were FBW7 act -0.2, GPR151 ag 0.2, MITF primary -6 and TEAD-YAP inh -3.
C/C(=C/c1ccccc1)C(=O)Nc1ccc(S(N)(=O)=O)cc1 was read as FBW7 act -0.2, GPR151 ag 5.0*, MITF primary -3 and TEAD-YAP inh -44.
Screening CCc1c(C)sc2ncn3c(=O)n(Cc4ccccn4)nc3c12 returned FBW7 act 0.1, GPR151 ag -1.1, MITF primary 10 and TEAD-YAP inh 3.
O=C1CC(c2cccc([N+](=O)[O-])c2)n2ncnc2N1 (centres undefined) was read as FBW7 act 0.0, GPR151 ag -0.8, MITF primary 20 and TEAD-YAP inh 2.
O=C(Nn1c(-c2ccc(F)cc2)nc2ccccc2c1=O)c1cccc([N+](=O)[O-])c1 was read as FBW7 act 0.1, GPR151 ag -0.5, MITF primary -17 and TEAD-YAP inh 10.
S=C(NCc1ccc2c(c1)OCO2)NCc1ccc2c(c1)OCO2 was read as FBW7 act 0.1, GPR151 ag 0.7, MITF primary 0 and TEAD-YAP inh 4.
Screening CC(C)C(=O)N1CCN(CC(O)COc2ccccc2C(C)C)CC1 (centres undefined) returned FBW7 act -0.1, GPR151 ag -0.5, MITF primary 52* and TEAD-YAP inh 5.
For CC(=O)OCC(=O)Nc1ccccc1N(C(C)=O)C(C)=O the results were FBW7 act -0.1, GPR151 ag 0.9, MITF primary -1 and TEAD-YAP inh 7.
COc1cc(OC)c(-c2nc(-c3ccc([N+](=O)[O-])cc3)no2)cc1OC was read as FBW7 act -0.1, GPR151 ag -0.1, MITF primary 16 and TEAD-YAP inh 8.
For COc1ccc(OC)c(C2CC(c3ccc(C)cc3)=NN2C(=O)CCC(=O)O)c1 (centres undefined) the results were FBW7 act -0.1, GPR151 ag -0.3, MITF primary 2 and TEAD-YAP inh -2.
Screening COc1ccc(-c2nc3n(n2)C(c2ccccn2)C(C(=O)Nc2ccccc2OC)=C(C)N3)cc1 (centres undefined) returned FBW7 act 0.0, GPR151 ag 0.8, MITF primary 0 and TEAD-YAP inh 3.
For CSc1cccc(C(=O)N2CCN(c3ccccc3)CC2)c1 the results were FBW7 act 0.1, GPR151 ag -1.3, MITF primary 0 and TEAD-YAP inh 4.
C=CCN1CCN(C(c2ccc(Cl)cc2)c2nnnn2Cc2ccc(OC)cc2)CC1 (centres undefined) was read as FBW7 act 0.2, GPR151 ag -0.1, MITF primary 5 and TEAD-YAP inh 7.
`CCN(CC)CCN1C(=O)Cn2c3c(c4cccc1c42)CCC3` gave FBW7 act -0.3, GPR151 ag -0.4, MITF primary 19 and TEAD-YAP inh -4.
Cc1ccc(NC(=O)C2C3C=CC4(O3)C2C(=O)N(CCc2ccccc2Cl)C4C(=O)NC2CCCC(C)C2C)cc1Cl (centres undefined) was read as FBW7 act -0.1, GPR151 ag 1.4, MITF primary -5 and TEAD-YAP inh -9.
For COC(=O)c1sc(N)c(C(=O)OC)c1CSc1cccc(C(F)(F)F)c1 the results were FBW7 act 0.6, GPR151 ag 0.3, MITF primary 16 and TEAD-YAP inh -4.
`CCOC(=O)c1c(NC(=O)c2ccccc2Br)sc2c1CCN(C(=O)OCC)C2` gave FBW7 act 0.0, GPR151 ag 0.9, MITF primary -4 and TEAD-YAP inh 4.
`Nc1c(C(=O)Nc2ccccc2)sc2nc3c(c(-c4ccco4)c12)CCCCC3` gave FBW7 act 0.0, GPR151 ag 0.4, MITF primary -6 and TEAD-YAP inh -10.
